Screening data (PubChem)
FUS yeast rescue: qHTS for Suppressors of FUS Proteinopathy: Primary screen using FUS-linked yeast assay | S. cerevisiae FUS-expressing, growth rescue, OD600, 24 h | Potency, µM (top dose mostly 76.6 µM), without a hit: at the highest dose growth rescue (activation), hits mostly activators | 390,000 compounds, 0.24% hits | AID 1347120, 2019;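 also: potency is read from the fitted curve at half-maximal effect; plate controls were DMSO vehicle for no effect and reference control for full effect; nearly all actives have a fitted effect of over 55% in size; some results filed as inactive show a strong effect at the top dose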
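Absorbance at 600 nm, taken 24hr after compound addition, measured rescue of FUS-yeast growth at 30C. Induction used 2% galactose with seeding at OD 0.005. Controls: CP55940 from 92uM final, DMSO only.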
GLP1R cytotox: qHTS of GLP-1 Receptor Inverse Agonists: Cytotox Screen; Potency, µM (titrated, usually from 38.3 µM), for inactives: top-dose activity change, negative = inhibition, usual class: inhibitors; HEK293 cAMP-luciferase reporter cells, luminescence, 24 h; 410,000 compounds, 0.13% hits;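 also: loss of luciferase light is scored as toxicity; potency is read from the fitted curve at half-maximal effect; % is scaled to controls: 0 for no effect and ±100 for the full control effect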
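Compound-treated cells are incubated 24 hr at 37 deg C under 5% CO2 after a 12 hour attachment period, then luciferase detection reagent is added and luminescence is measured following 12 min at room temperature; lowered signal indicates toxicity.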
pAkt inh: HTS Assay for Inhibitors of Akt Phophorylation: Primary Screen. activity change, % for hits at 50 µM. Neuro2A IGF-stimulated pAkt S473 HTRF, 20 min; stronger effect = lower value. 360,000 compounds, 0.32% hits; in the data active = activity change below about -80%; inconclusive = mostly about -51% to -80%; also: % is scaled to controls: 0 for no effect and ±100 for the full control effect
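Neuro2A cells (4,500/well, DMEM with 0.5% FBS) were treated with compound at a single 50 µM final concentration, stimulated with 6 nM IGF for 20 min at 37 °C, and lysed. Phospho-Akt Ser473 was read by HTRF as 665/615 ratio ×10^4.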
Mm-Cpn inhibitor: Inhibitors of TCP-1 ring complex (TRiC) of Methanococcus maripaludis (MmCpn): qHTS | Chaperonin Mm-Cpn (Methanococcus maripaludis) | purified Mm-Cpn ATPase, ADP Transcreener TR-FRET | Potency, µM (highest dose often 76.9 µM), for inactives: at the highest dose activity, negative = inhibition, hits mostly inhibitors | 330,000 compounds, 0.031% hits; also: potency is read from the fitted curve at half-maximal effect; % is scaled to controls: 0 for no effect and ±100 for the full control effect; nearly all actives have a fitted effect of over 80% in size
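Reaction buffer contained 30 mM Tris pH 7.4, 100 mM KCl, 5 mM MgCl2 and 1 mM DTT. Mm-CPN (25 nM final) hydrolysed 10 uM ATP over 30 min at 37°C; ADP was read by HTRF.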
TDP43 rescue: qHTS of TDP-43 Inhibitors. Potency, µM (top dose mostly 46.1 µM), for the others: at the highest dose growth rescue (activation), most hits filed as activators. 410,000 compounds, 1.8% hits. AID 652104, 2013. TDP-43 expressing yeast growth rescue, BacTiter-Glo, 24 h; also: potency is read from the fitted curve at half-maximal effect; % of control where 0% means no effect; nearly all actives have a fitted effect of over 50% in size
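In this qHTS, compounds that restore growth of yeast expressing TDP-43 appear as activators. Cells (OD600=0.02, galactose medium, raffinose-pregrown) are incubated with compound 24 hr at 30 deg C and growth is quantified by BacTiter-Glo.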
GLP-1R inv ag: qHTS of GLP-1 Receptor Inverse Agonists (Inhibition Mode) | Glucagon-like peptide 1 receptor (Homo sapiens), P43220 | HEK293 GLP-1R CRE-luciferase, luminescence, 24 h; GLP-1R form is constitutively active | Potency, µM (highest dose often 38.3 µM), without a hit: top-dose activity change, negative = inhibition, most hits filed as inhibitors | 410,000 compounds, 1.6% hits | AID 624417, 2012; also: potency is read from the fitted curve at half-maximal effect; % is scaled to controls: 0 for no effect and ±100 for the full control effect; nearly all actives have a fitted effect of over 55% in size
Target sequence (P43220 whole entry, looked up): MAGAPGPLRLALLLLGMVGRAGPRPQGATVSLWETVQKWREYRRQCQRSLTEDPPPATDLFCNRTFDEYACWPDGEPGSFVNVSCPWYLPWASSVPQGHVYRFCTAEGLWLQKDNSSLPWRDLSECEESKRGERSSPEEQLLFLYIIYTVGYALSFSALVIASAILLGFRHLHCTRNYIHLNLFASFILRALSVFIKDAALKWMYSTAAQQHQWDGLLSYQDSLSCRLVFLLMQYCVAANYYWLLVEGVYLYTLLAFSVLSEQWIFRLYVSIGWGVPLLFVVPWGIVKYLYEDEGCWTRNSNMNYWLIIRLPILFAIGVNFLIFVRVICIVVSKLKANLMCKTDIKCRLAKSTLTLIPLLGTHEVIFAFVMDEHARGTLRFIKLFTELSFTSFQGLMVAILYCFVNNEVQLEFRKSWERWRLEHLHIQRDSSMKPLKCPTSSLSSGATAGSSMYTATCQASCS
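Cells are plated, allowed 12 hours at 37 deg C, then treated with compounds for 24 hr before luciferase detection reagent is added and luminescence is read after 12 min at room temperature. The HEK293 line carries constitutively active GLP-1R with a cAMP-responsive reporter.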
Abeta rescue: qHTS for compounds that reverse cellular toxicity of Amyloid beta (A-beta) peptide in yeast: Primary Screen; AID 1347071, 2019; 410,000 compounds, 0.063% hits; Potency, µM (top dose mostly 46.1 µM), for inactives: at the highest dose growth rescue, hits mostly activators; yeast expressing A-beta42, growth rescue, OD600, 48 h; response scale: 0% DMSO, 100% iron-clioquinol control; also: potency is read from the fitted curve at half-maximal effect; nearly all actives have a fitted effect of over 55% in size
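Growth rescue measured by 600 nm absorbance after 48 h yeast culture at 30 C with compound. Values normalized between DMSO and an equimolar ferric chloride plus clioquinol control.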
PTHR1 ag: qHTS for PTHR1 Agonists: Primary Screen. Parathyroid hormone/parathyroid hormone-related peptide receptor (Homo sapiens), Q03431. HEK293 GP2 PTHR1 cells, GloSensor cAMP luminescence, 1 h. Potency, µM (top dose mostly 115 µM), for the others: at the top dose activation, hits mostly activators. 410,000 compounds, 0.075% hits; also: potency is read from the fitted curve at half-maximal effect; nearly all actives have a fitted effect of over 55% in size; some results filed as inactive show a strong effect at the top dose; inactives centre near -15; many of its hits are not listed in these tables
Target sequence (Q03431 whole entry, looked up): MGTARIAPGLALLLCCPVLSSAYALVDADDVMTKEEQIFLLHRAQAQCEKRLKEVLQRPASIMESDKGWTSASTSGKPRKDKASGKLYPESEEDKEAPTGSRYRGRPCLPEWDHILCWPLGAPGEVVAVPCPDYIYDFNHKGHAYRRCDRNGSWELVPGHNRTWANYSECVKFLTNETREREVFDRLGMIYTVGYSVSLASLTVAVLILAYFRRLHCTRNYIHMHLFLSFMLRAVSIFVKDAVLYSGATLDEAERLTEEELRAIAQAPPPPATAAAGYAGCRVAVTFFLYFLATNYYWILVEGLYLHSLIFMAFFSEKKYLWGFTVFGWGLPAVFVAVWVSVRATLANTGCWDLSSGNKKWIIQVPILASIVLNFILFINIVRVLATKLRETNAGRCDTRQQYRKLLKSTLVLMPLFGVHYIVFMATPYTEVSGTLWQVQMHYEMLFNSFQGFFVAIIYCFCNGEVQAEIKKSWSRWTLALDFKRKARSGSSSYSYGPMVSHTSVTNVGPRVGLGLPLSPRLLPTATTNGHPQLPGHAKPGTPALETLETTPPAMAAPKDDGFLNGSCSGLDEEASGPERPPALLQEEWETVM
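HEK-293-derived GP2 cells expressing PTHR1 and a GloSensor cAMP reporter, 3,000/well, plated overnight, given luciferin plus IBMX (each 0.5 mM as added) for 1 h at 37 °C, then compound for 1 h at 37 °C. Luminescence was read after 15 min at room temperature.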
aSyn yeast inh: qHTS of alpha-syn Inhibitors. Potency, µM (top dose mostly 46.1 µM), for the others: at the highest dose growth rescue (activation), actives largely listed as activators. 370,000 compounds, 0.14% hits. Yeast expressing alpha-synuclein, growth rescue, BacTiter-Glo, 24 h. AID 652106, 2013; also: potency is read from the fitted curve at half-maximal effect; % of control where 0% means no effect; nearly all actives have a fitted effect of over 65% in size
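Readout is rescue of growth in alpha-synuclein-expressing yeast, so inhibitors of toxicity appear as activators. Growth after 24 hr at 30 deg C in galactose medium is quantified by luminescence.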
Active calls of the source: *; i = inactive; ? = inconclusive; / = no result given; & = joins results of further samples; [ ] = dose if it differs, or a comment. Unless noted, calls follow the shape of the dose curve; as a rule, active = well fitted curve in the direction sought with a large enough effect; inconclusive = small, poorly fitted or top-dose-only effect, or another doubt; inactive = no such curve, though single readings can be large; an effect the other way counts as inactive or inconclusive.

SMILES | FUS yeast rescue | GLP1R cytotox | pAkt inh | Mm-Cpn inhibitor | TDP43 rescue | GLP-1R inv ag | Abeta rescue | PTHR1 ag | aSyn yeast inh
Cc1ccc(S(C)(=O)=O)cc1S(=O)(=O)Nc1cccc(Cl)c1 | -15% | 14% | i | 1% | 10% | 7% | -3% | -3% | 1%
O=C(Nc1ccccc1F)C1(c2ccccc2)CC1(Cl)Cl (configuration not stated) | / | -4% | i | -1% | ? | ? | 12% | -6% | 0%
OCC#Cc1cnc2ccccc2c1 | -3% | 10% | i | 2% | 4% | 10% | 13% | -24%[57.5 µM] | -3%
CC(C)c1cc(C(=O)N/N=C/c2c[nH]c3ccccc23)n[nH]1 | -1% | 0% | i | 2% | 10% | ? | -2% | -11% | -4%
CCOc1ccccc1NC(=O)CSc1nc(=O)n(CCN2CCOCC2)c2c1CCCC2 | 7% | -22% | i | -1% | 12% | 10% | 8% | i | 4%
COc1ccc(N2CCN(S(=O)(=O)CCNC(=O)COc3ccccc3)CC2)cc1 | 3% | 3% | i | 0% | -14% | -13% | 7% | -37% | -12%
CC(C)OCCCNC(=O)c1ccc(CS(=O)(=O)Cc2ccccc2F)o1 | 15% | 3% | i | -9% | -2% | 10% | -3% | i | 7%
CSc1nc(N)c(C#N)c(-c2ccc(Cl)cc2)c1C#N | -24% | -21% | i | -22% | 11% | ? | 12%[9.22 µM] | -4% | -1%
COc1ccc(CN(C)S(=O)(=O)c2nnc(NC(=O)C(C)C)s2)cc1OC | 2% | -9% | / | / | 4% | 1% | -1% | -6% | /
COC1CCN(C(=O)C2CCC(=O)N(CCc3cccc(F)c3)C2)CC1 (configuration not stated) | -3% | 6% | i | 1% | 1% | 4% | 15% | i | -10%
COC(=O)c1ccccc1NC(=O)CSc1nnc(Cc2ccc(Cl)cc2)o1 | 27% | -8% | i | -3% | 25µM* | -2% | 16% | -17%[57.5 µM] | 6%
CC(=NNC(=O)c1ccncc1)c1cccc(Cl)c1 | -13% | -12% | i | / | -10% | 7% | 20% | i | -4%
CCOC(=O)c1cn(Cc2cccc(C)c2)nn1 | 14% | 6% | i | 2% | ? | 10% | -1% | -5% | -1%
CCOC(=O)c1ccccc1NC1(c2ccc(OC)cc2)C(=O)c2ccccc2C1=O | 39% | -17% | / | / | 16% | ? | -3% | i | /
CC1CC(C)CN(C(=O)C2CCC(CNc3c(N4CCCCC4)c(=O)c3=O)CC2)C1 (configuration not stated) | -12% | 12% | i | 0% | 2% | 20% | 8% | -2% | -1%
COc1ccc(-c2cn3cccnc3n2)cc1NC(=O)c1c(F)cccc1F | 28% | -8% | / | / | 13% | -5% | 1% | -9% | /
O=C(c1cc(F)c(F)cc1Cl)N1CCN(c2ccc([N+](=O)[O-])c3ncccc23)CC1 | 30% | 0% | i | 1% | ? | 28% | 14% | -11% | -11%
CC(=O)C1=C(C)N(c2ccccc2)C(=O)C1(NS(=O)(=O)c1ccc(N)cc1)C(F)(F)F (configuration not stated) | 27% | 9% | i | -7% | -19% | 26% | -8% | i | 2%
Cc1ccccc1C(=O)Nc1ccc(S(=O)(=O)N2CCC(c3nc4ccccc4s3)CC2)cc1 | -4% | 4% | / | / | 20% | -4% | 4% | -36%[inhibitor] | /
CCOC(=O)c1cccc(NC(=O)c2cc3c(=O)n(Cc4ccccc4)ccc3nc2C)c1 | ? | 2% | / | / | 9% | ? | 1% | -25% | /
O=c1ccc(=O)n2n1CC(O)C2 | 8% | 11% | i | 3% | -8% | 2% | -4% | -2%[57.5 µM] | -5%
Cc1cccc(-c2cc(N3CCCN(C)CC3)n3nccc3n2)c1 | 5% | 4% | i | / | 3% | ? | -22% | i | -5%
COC(=O)c1cccnc1NC(=S)NNC(=O)c1ccccc1 | 21% | 7% | i | 2% | 10% | -2% | 15% | -1%[57.5 µM] | 1%
CCOc1ccc(NC(=O)[C@@H]2CCC(=O)N2C2OC(=O)c3ccccc32)cc1 (some centres not stated) | -8% | 5% | i | 0% | -3% | 3% | -9% | -4% | -16%
COc1ccc(-c2cccc(CCC(=O)N3CCN(c4cc(C)ccc4C)CC3)c2)cc1 | 30% | 2% | i | 2% | 18% | ? | 5% | -36%[inhibitor] | 5%
COc1cc(C(=O)NCC(=O)N/N=C/c2cccc(OC(=O)c3ccco3)c2)cc(OC)c1OC | -5% | -9% | i | 1% | -4% | -19% | -20% | i | -2%
CC(=O)N1c2ccc(S(=O)(=O)NCC3CCC(C(=O)NC(C)(C)C)CC3)cc2CC1C (configuration not stated) | 7% | 3% | / | / | 2% | 5% | -7% | i | /
COc1ccc(-c2noc(-c3ccoc3C)n2)cc1OC | -16% | 12% | i | 0% | 27% | 26% | 0% | i | 1%
CCN(CC)c1nc2c(S(=O)(=O)c3cccc(Cl)c3)nnn2c2ccsc12 | ? | -14% | / | / | -6% | 33%[activator] | -13% | i | /
S=C1NCCOCCNC(=S)NCCOCCOCCN1 | -7% | 12% | i | 1% | 8% | 19% | -21% | i | 6%
O=S(=O)(NCc1nc2cccnc2n1Cc1ccccc1Cl)c1ccc(F)c(Cl)c1 | -3% | 5% | / | / | 0% | ? | 9% | -4% | /
COc1cccc(COCC(O)Cn2cnc3cc(C)c(C)cc32)c1 (configuration not stated) | -5% | 3% | i | -3% | 19% | 0% | -16% | -12% | 0%
O=C(Nc1ccccc1)N(CCCN1CCOCC1)Cc1cccs1 | -21% | 2% | i | -4% | 23% | 9% | 1% | -3% | 1%
Cc1ccc(S(=O)(=O)N2[C@@H](CO)CO[C@H]2CC(=O)c2ccc(F)cc2)cc1 | 8% | 0% | i | / | 0% | 2% | 5% | -48%[inhibitor] | 9%
Cc1cccc(NC(=O)CN2C(=O)S/C(=C\c3cccn3-c3cccc(C(=O)O)c3)C2=O)c1 | 30% | 2% | i | 0% | -19% | 9% | 1% | -2% | -1%
CCC(C)Sc1nc2c(c(=O)[nH]c(=O)n2C)n1CC(O)COc1cccc2ccccc12 (configuration not stated) | 28% | -21% | i | 1% | -10% | 8% | -5% | 0%[57.5 µM] | -5%
CCOC(=O)CSc1nnc(NC(=O)c2cccc(S(=O)(=O)N3CCCC3)c2)s1 | 2% | -2% | i | 1% | -10% | 0% | -2% | 14%[57.5 µM] | 5%
CCOc1ccc(OCC)c(NC(=O)CN(C)S(=O)(=O)c2ccc3nc(C)sc3c2)c1 | 40% | -4%[1.53 µM] | i | 0% | 0% | ? | -1% | -5% | 8%
COc1ccccc1NC(=O)CSCC(N)=O | 17% | 3% | / | 0% | -22% | -3% | -11% | i | -2%
Cc1cc(C(=O)NN=C2C3CC4CC(C3)CC2C4)c2ccccc2n1 | 17% | -15% | i | 2% | -6% | -20% | 14% | -7% | 4%
COc1cc(NC(=O)c2ccc(C(C)(C)C)cc2)c(OC)cc1NC(=O)CN1CCCCC1 | 14% | 6% | i | 2% | -12% | ? | -5% | ? | 12%
CC(NC(=O)COC(=O)Cc1ccccc1[N+](=O)[O-])c1ccccc1 (configuration not stated) | / | -4% | i | ? | 16% | 6% | 8% | -22% | -2%
O=C(NC1(N2CCOCC2)CC1)c1ccc(Cl)cc1 | -18% | 1% | i | 2% | 5% | 14% | -2% | -15% | 8%
O=C(Nc1nnc(-c2ccco2)o1)C1CC1 | 13% | 2%[0.307 µM] | i | -1% | -16% | 11%[0.307 µM] | 23% | i | -2%
O=C(/C=C/c1ccccc1Cl)NC1CCCCC1 | -23% | 7% | i | -1% | 4% | 10% | -10% | -30%[inhibitor] | -6%

Looked up above:
Mm-Cpn inhibitor result of `CCOC(=O)CSc1nnc(NC(=O)c2cccc(S(=O)(=O)N3CCCC3)c2)s1` : 1%
PTHR1 ag result of `Cc1ccc(S(=O)(=O)N2[C@@H](CO)CO[C@H]2CC(=O)c2ccc(F)cc2)cc1` : -48%[inhibitor]

The listing continues.
SMILES | FUS yeast rescue | GLP1R cytotox | pAkt inh | Mm-Cpn inhibitor | TDP43 rescue | GLP-1R inv ag | Abeta rescue | PTHR1 ag | aSyn yeast inh
CC(C)(C)OC(=O)N(CCc1ccccc1)Cc1ccccc1OCc1cccc(NC(=O)C2CCC2)c1 | 14% | -5% | i | / | 12% | 8.9µM* | -1% | -39% | 8%
C/C(=N\NC(=O)CN1CCOCC1)C(C)(C)C | 8% | 0% | i | 0% | -15% | 1% | 18% | -10%[57.5 µM] | -2%
CC(NS(=O)(=O)c1ccc2[nH]c(=O)c(=O)[nH]c2c1)C(=O)O (configuration not stated) | 3% | 4%[7.66 µM] | i | 2% | 13% | 3%[7.66 µM] | -1% | i | 0%
CN1CCN(S(=O)(=O)c2ccc(C3CCCCC3)cc2)CC1 | 5% | 8% | i | 1% | 13% | -26% | 1% | i | -1%
O=C(CSCc1ccc(F)cc1)NCc1ccc(F)cc1 | 10%&-10% | 24%[0.307 µM] | i | 1% | ? | -4%[0.307 µM] | 12%&0% | -1% | 7%
CCOC(=O)c1c(C)[nH]c(C(=O)COC(=O)c2oc3ccccc3c2C)c1C | 4% | -18% | i | 0% | 0% | 0% | -8% | i | 0%

Not all compounds are listed (hit frequency here may not be typical).
